NCI-60 one-dose screen, 48 h, at 10 µM unless noted. Numbers give growth in % (100 = growth as untreated, 0 = no growth, -100 = all killed).
SW-620 = SW-620 colon cancer; hit rate 5.2% among 82,000
786-0 = 786-0 renal cancer cells | hit rate 5.1% among 81,000
TK-10 = TK-10 renal cancer cells. hit rate 3.9% among 81,000
SN12C = SN12C renal cancer cells; hit rate 3.8% among 81,000
UO-31 = UO-31 renal cancer. hit rate 5.2% among 81,000. AID 1794768
HT29 = HT29 colon cancer. AID 1794748. hit rate 7.4% among 81,000
HCT-15 = HCT-15 colon cancer. hit rate 5.2% among 82,000. AID 1794746
HCC-2998 = HCC-2998 colon cancer; AID 1794799; hit rate 4.7% among 79,000
HCT-116 = HCT-116 colon cancer | hit rate 7.3% among 82,000
Active calls of the source: *; x = not tested or not shown; & = joins results of further samples. How the source made its calls: active means growth percent below 10; inactive means the rest.

SMILES	SW-620	786-0	TK-10	SN12C	UO-31	HT29	HCT-15	HCC-2998	HCT-116
Cc1ccc(Nc2nc(N)nc(CSCC(=O)N3CCCCC3)n2)cc1	101	97	106	101	87	109	103	108	101
COc1ccn2c(C(C)=O)cc(C(=O)N3c4ccccc4Sc4ccccc43)c2c1	95	89	103	84	63	65	54	86	61
COc1ccc(Nc2nn3c(C)cc(C)nc3c2C(=O)Nc2ccccc2)c(OC)c1	90	92	97	91	91	99	106	103	92
Cc1cc(=O)oc2cc(OCCCCOc3ccc(/C=C/C(=O)Nc4ccc(Cl)cc4)cc3)ccc12	106	87	118	95	91	112	92	110	95
C=CN(C(=O)N1CCN(c2cc3c(cc2F)c(=O)c(C(=O)O)cn3C2CC2)CC1)c1nc(-c2ccc(OC)cc2)cs1	22	31	43	11	16	15	14	34	11
COc1cc(/C=C2\NC(=O)N(/C=C3\C(=O)Oc4ccccc4C3=O)C2=O)ccc1O	104	102	102	104	90	111	104	86	106
COc1ccc(C(=O)/C=C/c2ccc(OCc3ccc(Cl)cc3)c(OC)c2)cc1OC	43	81	110	77	54	64	34	84	21
CCOC1=CC(=O)CCC1	109	x	112	101	x	118	106	118	97
C[n+]1ccc(NC(=O)c2ccc(NC(=O)c3cccc(C(=O)Nc4ccc(C(=O)Nc5cc[n+](C)cc5)cc4)c3)cc2)cc1	103	112	122	90	79	99	94	97	89
Cc1ccc(C#N)cn1	104	104	116	100	90	110	101	95	110
Oc1[nH]c2ccc(Cl)cc2c1N=Nc1nc(N=Nc2c(O)[nH]c3ccc(Cl)cc23)nc(N2CCOCC2)n1	74	74	118	44	79	91	92	76	45
O=C(NNC(=O)c1ccc(NC(=O)c2ccccn2)cc1)Nc1ccc2ccccc2c1	116	111	111	101	82	109	105	121	102
Cc1ccc(/C=C/C(=N/N=C(N)N)c2ccccc2)cc1	26	33	44	34	22	4.6*	28	21	20
OCC1COc2ccccc2O1 (stereo not given)	108	110	108	104	98	109	106	105	119
CCOc1ccccc1N1CCC(=O)NC1=S	102	100	104	103	78	115	104	91	95
CNCc1cccc2c1OCCCCCC[C@@](C)(O)CC1(CC1)S(=O)(=O)c1ccc(cc1)-c1cnc(N)c(n1)C(=O)N2	-85*	-83*	-92*	-94*	-97*	-87*	-97*	-100*	0.2*
Cc1[nH]cnc1/C=C1\SC(N2CCOCC2)=NC1=O	109	99	x	100	89	x	112	100	103
CCOC(=O)CCCCN1C(=O)S/C(=C\c2ccccc2)C1=O	105	94	116	99	87	122	102	110	99
COc1ccc(NC(=O)NCCO)cc1	x	101	115	105	84	94	107	100	110
COc1ccc(-c2nc3c(c(C)nc4c3nnn4-c3ccccc3)c(=O)o2)cc1	104	105	101	105	98	109	108	120	101
O=C1Nc2c(c(=O)n(-c3ccccc3)c3ccccc23)C(c2ccccc2)N1 (stereo not given)	99	99	75	94	74	98	102	111	94
COc1ccc(/C=C/c2nc3ccccc3c(=O)n2CC(=O)Nc2ccc(OC)cc2)cc1	84	-13*	48	57	47	73	88	96	32
COc1cc(CNS(=O)(=O)c2ccc(C)cc2)ccc1OCc1cn(-c2ccccc2Cl)nn1	98	98	100	97	64	93	102	102	91
C=C1CCC2C(C)(COC(=O)CC)C(OC(=O)CC)CCC2(C)C1C/C=C1/C(=O)OCC1OC(=O)CC (stereo not given)	-62*	-97*	1.3*	0.3*	-72*	-73*	0.1*	-66*	-100*
CNC(=O)c1cc(Oc2cccc3nc(NC(=O)c4ccc(Cl)cc4Cl)ccc23)ccn1	100	90	79	97	86	60	93	89	x

Ordered by heavy-atom count (smallest number first): six of the compounds above
SMILES	SW-620	786-0	TK-10	SN12C	UO-31	HT29	HCT-15	HCC-2998	HCT-116
OCC1COc2ccccc2O1 (stereo not given)	108	110	108	104	98	109	106	105	119
CCOc1ccccc1N1CCC(=O)NC1=S	102	100	104	103	78	115	104	91	95
Cc1ccc(/C=C/C(=N/N=C(N)N)c2ccccc2)cc1	26	33	44	34	22	4.6*	28	21	20
Cc1ccc(Nc2nc(N)nc(CSCC(=O)N3CCCCC3)n2)cc1	101	97	106	101	87	109	103	108	101
COc1ccc(C(=O)/C=C/c2ccc(OCc3ccc(Cl)cc3)c(OC)c2)cc1OC	43	81	110	77	54	64	34	84	21
Oc1[nH]c2ccc(Cl)cc2c1N=Nc1nc(N=Nc2c(O)[nH]c3ccc(Cl)cc23)nc(N2CCOCC2)n1	74	74	118	44	79	91	92	76	45

More entries follow.
SMILES	SW-620	786-0	TK-10	SN12C	UO-31	HT29	HCT-15	HCC-2998	HCT-116
O=C(c1cccc(O)c1)C1C(c2ccc(Br)cc2)C2CCCN2C12C(=O)c1ccccc1C2=O (stereo not given)	94	98	103	98	65	104	89	96	91
C#CCO[C@H]1CC[C@H](OCC#C)[C@@H]2[C@H]1[C@H]1C[C@@H]3[C@@]4(C)CCC[C@@](C)(C(=O)OC)[C@@H]4CC[C@@]23C=C1C(C)C	103	-24*	94	86	50	54	92	95	70
COc1ccc(-c2nn(C(=O)NCCN3CCOCC3)cc2-c2ccncc2)cc1Cl	99	83	84	87	55	90	94	99	93
CN(C)S(=O)(=O)c1ccc(Cl)cc1	101	97	97	96	92	100	104	118	103
O=C1CSC(c2ccccc2O)N1c1nnc(Cn2ccnc2)o1 (stereo not given)	61	59	x	66	33	86	29	67	51
CCCCn1cnc2c(SCc3ccccc3)nc(N)nc21	120	90	99	94	96	102	109	98	96
NC(=S)N/N=C/c1cn(-c2ccc(C(=O)O)cc2)nc1-c1ccc(C(=O)O)cc1	93	96	100	101	74	112	97	102	96
COc1ccc(C(=O)C(CN(C)C)c2ccc(OC)cc2)cc1 (stereo not given)	12	29	52	62	68	13	30	117	15
CCOC(=O)CC(CC(=O)OCC)(OC(C)=O)C(=O)OCC	103	97	105	107	81	111	105	101	104
Cc1nn(-c2ccccc2)c2nc3nc4c(c(N)c3c(-c3ccc(Cl)cc3)c12)CCC4	51	74	105	105	75	55	76	109	58
CCn1c(Cc2ccccc2)nc2c1c(=O)n(C)c(=O)n2C	105	99	98	88	91	92	94	94	96
N#CCCCCN1CCCC1	102	99	127	102	97	101	103	95	102
COc1ccc(C=C(C(=O)O)C(=O)O)cc1	104	102	107	103	90	106	104	116	97
CC(C)CNCCCNc1ccnc2cc(Cl)ccc12	94	96	95	92	57	89	95	98	89
O=C(Nc1ccc(F)cc1)Nc1ccc(CCO)cc1	108	109	112	101	94	103	102	108	95
O=C1/C(=C/c2ccc([N+](=O)[O-])cc2)Oc2cc(O)ccc21	99	96	96	98	94	106	98	96	104
COc1ccc(/C=C2\C(=O)N=C3N2NC(=O)N3c2ccccc2)cc1	100	89	113	93	76	104	94	105	98
CC(CC(=O)c1ccccc1)N1CCCC1 (stereo not given)	108	107	97	108	80	104	102	94	104
CC(C)CC(N)(C(=O)O)C1CCCC1 (stereo not given)	99	102	109	102	86	110	96	113	97
Cc1oc2nc[nH]c(=O)c2c1C(=O)/C=C/c1ccc(N(C)C)cc1	114	98	98	101	87	99	95	104	100
COc1ccc(-c2ncc(-c3ccccc3)[nH]2)cc1	86	168	87	89	69	72	72	112	167
Cn1c(=O)[nH]c(=O)c2nc(/C=C(\O)c3ccc(F)cc3)c(=O)[nH]c21	101	101	104	100	85	107	101	103	101
Cc1nc(-c2ccccc2)cc2c(O)c(C(=O)N/N=C/c3ccc(O)cc3O)[nH]c(=O)c12	102	96	101	103	79	98	107	97	99
COc1ccc(Nc2nc(N)nc3c2CCN(Cc2ccc(OC)cc2OC)C3=O)cc1	80	72	85	71	60	x	91	94	50
CC(C)NC(=O)Nc1cccc(Cl)c1	96	88	110	92	83	103	103	92	94

Single records (already shown):
`COc1ccc(Nc2nc(N)nc3c2CCN(Cc2ccc(OC)cc2OC)C3=O)cc1` in the list: SW-620: 80; 786-0: 72; TK-10: 85; SN12C: 71; UO-31: 60; HT29: x; HCT-15: 91; HCC-2998: 94; HCT-116: 50
`COc1cc(CNS(=O)(=O)c2ccc(C)cc2)ccc1OCc1cn(-c2ccccc2Cl)nn1` in the list: SW-620: 98; 786-0: 98; TK-10: 100; SN12C: 97; UO-31: 64; HT29: 93; HCT-15: 102; HCC-2998: 102; HCT-116: 91

Further entries:
SMILES	SW-620	786-0	TK-10	SN12C	UO-31	HT29	HCT-15	HCC-2998	HCT-116
CC/C=C\C/C=C/C=C1\CC=C(CCO)C1=O	92	110	93	91	85	72	98	104	98
CC(=O)OCC1OC(OC2C(OC(C)=O)C(OC(C)=O)COC2(COC(C)=O)OC(C)=O)C(OC(C)=O)C(OC(C)=O)C1OC(C)=O (stereo not given)	104	99	101	101	87	101	98	114	99
COc1ccc(-c2c(NC(=O)Nc3ccc(Cl)cc3)cnn2-c2ccc(S(N)(=O)=O)cc2)cc1	91	93	104	93	78	106	98	110	89
O=C(O)CC(O)(c1ccccc1)c1ccccc1	104	105	98	99	98	98	108	100	94
COc1ccc(C(=O)C2C(C#N)C(C#N)C3c4ccccc4C=CN23)cc1 (stereo not given)	100	x	131	81	61	84	94	101	86
CC(C)(C)c1nn(-c2ccccc2)c2c1COCN2Cc1cccnc1	97	90	130	98	72	107	98	112	93
CCOC(=O)C1C(=O)C=C(c2ccc(F)cc2)CC1c1sc(N(C)Cc2ccccc2)nc1Cl (stereo not given)	81	86	87	92	47	81	87	95	71
O=S(=O)(NCCNc1nccc(-c2c(-c3cccc(O)c3)nc3occn23)n1)c1ccc(Cl)cc1	125	109	143	100	110	63	113	135	88
COc1cc(OC)c(/C=C/C(=O)/C=C(/C=C/c2c(OC)cc(OC)cc2OC)OB(F)F)c(OC)c1	100	104	94	105	90	97	106	99	x
Cn1cc(-c2nc(-c3c[nH]c4ncccc34)cs2)c2cc(Br)ccc21	96	81	64	87	x	70	64	100	64
CC(CO)(CO)COS(=O)(=O)c1ccccc1	105	107	101	98	91	108	108	120	116
NC(=O)c1cc(C(N)=O)nc(Cl)n1	112	107	138	100	82	100	99	x	100
CN(C)CCc1[nH]c2ccccc2c1CC#N	98	104	104	106	86	103	108	115	115
O=c1oc2ccc(Br)cc2cc1C1=CSc2ccccc2N=C1	99	105	150	92	53	69	85	92	93
O=C(C/C(=N\C(=S)Nc1cc(C(F)(F)F)ccc1Cl)NO)N1CCCC1	113	102	125	103	86	x	101	105	95
CS(=O)(=O)c1ccc(C(=O)N2N=C(c3ccc(F)cc3)CC2c2ccccc2)cc1 (stereo not given)	105	93	88	103	73	86	97	100	94
CC(C)Cc1ccc(C(C)c2nn3cc(-c4ccccc4)nc3s2)cc1 (stereo not given)	99	90	115	91	80	115	102	112	95
O=C(O)CCCCCCCCCCN1C(=O)CSC1=S	97	100	122	99	89	110	92	97	91
O=C1C(O)=C(O)C(=O)C(O)=C1O	101&106&115	105&110&95	83&116&104	107&105&94	91&80&83	97&117&104	111&102&112	99&101&108	108&110&99

Outcome played no part in choosing rows (roughly 12% active in at least one column).
